Assay outcomes from PubChem.
Abeta yeast res: qHTS for compounds that reverse cellular toxicity of Amyloid beta (A-beta) peptide in yeast: Primary Screen; yeast expressing A-beta42, growth rescue, OD600, 48 h; response scale: 0% DMSO, 100% iron-clioquinol control; Potency, µM (series often up to 46.1 µM), without a hit: at the highest dose growth rescue, usual class: activators; 410,000 compounds, 0.063% hits; AID 1347071, 2019; note: potency is the fitted concentration of half-maximal effect; nearly all actives have a fitted effect of over 55% in size
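Yeast growth medium received pinned compounds, then yeast cells expressing toxic A-beta were added; plates incubated at 30 C for 48 hr. Growth read as absorbance at 600 nm, normalized to DMSO and equimolar FeCl3 plus clioquinol controls.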
GLP-1R agonist: qHTS of GLP-1 Receptor Agonists; Glucagon-like peptide 1 receptor (Homo sapiens), P43220; HEK293 GLP-1R CRE-luciferase, luminescence, 4-6 h; cells express a hypersensitive GLP-1R form; Potency, µM (titrated, usually from 45.6 µM), without a hit: at the top dose activation, most hits filed as activators; 380,000 compounds, 0.007% hits; AID 624172, 2012; note: potency is the fitted concentration of half-maximal effect; % of control where 0% means no effect
TDP43 rescue: qHTS of TDP-43 Inhibitors; Potency, µM (top dose mostly 46.1 µM), for the others: top-dose growth rescue (activation), usual class: activators; TDP-43 expressing yeast growth rescue, BacTiter-Glo, 24 h; AID 652104, 2013; 410,000 compounds, 1.8% hits; note: potency is the fitted concentration of half-maximal effect; % of control where 0% means no effect; nearly all actives have a fitted effect of over 50% in size
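In this qHTS, compounds that restore growth of yeast expressing TDP-43 appear as activators. Cells (OD600=0.02, galactose medium, raffinose-pregrown) are incubated with compound 24 hr at 30 deg C and growth is quantified by BacTiter-Glo.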
GLP1R inv ag: qHTS of GLP-1 Receptor Inverse Agonists (Inhibition Mode); Glucagon-like peptide 1 receptor (Homo sapiens), P43220; HEK293 GLP-1R CRE-luciferase, luminescence, 24 h; GLP-1R form is constitutively active; Potency, µM (series often up to 38.3 µM), inactives show top-dose activity change, negative = inhibition, hits mostly inhibitors; 410,000 compounds, 1.6% hits; note: potency is the fitted concentration of half-maximal effect; % is set by controls: 0 for no effect and ±100 for the full control effect; nearly all actives have a fitted effect of over 55% in size
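HEK293 cells stably co-expressing constitutively active GLP-1R and a cAMP-responsive luciferase reporter were seeded in DMEM with 10% Nu serum, given compounds after 12 h, and incubated 24 h at 37 deg C. Luminescence was then read.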
Akt phos inh: HTS Assay for Inhibitors of Akt Phophorylation: Primary Screen; activity change, % for hits at 50 µM; Neuro2A IGF-stimulated pAkt S473 HTRF, 20 min; hits give low values; 360,000 compounds, 0.32% hits; in the data active = activity change below about -80%; inconclusive = mostly about -51% to -80%; note: % is set by controls: 0 for no effect and ±100 for the full control effect
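Single-point screen (50 µM final compound) in Neuro2A cells stimulated 20 min with 6 nM IGF at 37 deg C. After lysis, Ser473-phosphorylated Akt read by HTRF (ex 330 nm, em 615/665 nm) as the 665/615 ratio.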
PTHR1 ag: qHTS for PTHR1 Agonists: Primary Screen; Parathyroid hormone/parathyroid hormone-related peptide receptor (Homo sapiens), Q03431; HEK293 GP2 PTHR1 cells, GloSensor cAMP luminescence, 1 h; Potency, µM (titrated, usually from 115 µM), inactives show at the highest dose activation, hits mostly activators; 410,000 compounds, 0.075% hits; AID 743266, 2014; note: potency is the fitted concentration of half-maximal effect; nearly all actives have a fitted effect of over 55% in size; some results filed as inactive show a strong effect at the top dose; inactives centre near -15; many of its hits are not listed in these tables
Target sequence (Q03431 whole entry, looked up): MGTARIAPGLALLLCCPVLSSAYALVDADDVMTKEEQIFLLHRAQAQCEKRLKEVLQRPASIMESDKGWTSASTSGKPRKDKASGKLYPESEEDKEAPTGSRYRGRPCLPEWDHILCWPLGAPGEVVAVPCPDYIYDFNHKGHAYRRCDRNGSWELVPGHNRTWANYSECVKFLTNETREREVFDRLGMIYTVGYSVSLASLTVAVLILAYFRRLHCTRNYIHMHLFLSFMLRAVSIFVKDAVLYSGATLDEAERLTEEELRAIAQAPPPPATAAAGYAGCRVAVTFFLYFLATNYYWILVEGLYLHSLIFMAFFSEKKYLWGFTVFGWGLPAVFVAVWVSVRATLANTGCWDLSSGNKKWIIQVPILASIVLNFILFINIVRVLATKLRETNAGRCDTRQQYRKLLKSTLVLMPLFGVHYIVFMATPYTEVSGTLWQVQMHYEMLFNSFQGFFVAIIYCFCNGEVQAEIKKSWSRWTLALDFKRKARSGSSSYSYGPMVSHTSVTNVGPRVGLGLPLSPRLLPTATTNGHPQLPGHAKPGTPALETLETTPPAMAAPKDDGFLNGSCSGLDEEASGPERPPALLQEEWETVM
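HEK-293-derived GP2 cells expressing PTHR1 and a GloSensor cAMP reporter, 3,000/well, plated overnight, given luciferin plus IBMX (each 0.5 mM as added) for 1 h at 37 °C, then compound for 1 h at 37 °C. Luminescence was read after 15 min at room temperature.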
D3 antag: qHTS of D3 Dopamine Receptor Antagonist: qHTS; 360,000 compounds, 2.5% hits; D(3) dopamine receptor (Homo sapiens), P35462; max response, negative = inhibition, %; D3R cells, DiscoveRx beta-arrestin luminescence, antagonist mode; hits give low values; AID 652054, 2013; in the data active = max response below about -50%; inconclusive = no clear call, values can overlap the other calls; note: % is set by controls: 0 for no effect and ±100 for the full control effect; mostly tested at two doses, the higher about 12 µM
Target sequence (P35462 whole entry, looked up): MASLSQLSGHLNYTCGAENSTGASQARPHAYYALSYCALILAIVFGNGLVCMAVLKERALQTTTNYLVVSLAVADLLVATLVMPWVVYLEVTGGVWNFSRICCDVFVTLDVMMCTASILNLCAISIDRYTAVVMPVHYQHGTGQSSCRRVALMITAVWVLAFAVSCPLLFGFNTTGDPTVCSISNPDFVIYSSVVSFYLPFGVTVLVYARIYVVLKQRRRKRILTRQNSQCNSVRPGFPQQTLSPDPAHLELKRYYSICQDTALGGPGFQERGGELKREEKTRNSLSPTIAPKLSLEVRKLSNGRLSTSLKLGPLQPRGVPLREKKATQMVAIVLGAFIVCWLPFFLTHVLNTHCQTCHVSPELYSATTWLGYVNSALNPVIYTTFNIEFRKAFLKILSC
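Cells expressing the human receptor were seeded at 1500 cells/well, incubated overnight at 37 degrees C in 5% CO2, then exposed to library compounds with dopamine controls for 90 minutes at 37 degrees C before luminescent detection.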
aSyn rescue: qHTS of alpha-syn Inhibitors | Potency, µM (series often up to 46.1 µM), for the others: at the highest dose growth rescue (activation), hits mostly activators | 370,000 compounds, 0.14% hits | Yeast expressing alpha-synuclein, growth rescue, BacTiter-Glo, 24 h | AID 652106, 2013; note: potency is the fitted concentration of half-maximal effect; % of control where 0% means no effect; nearly all actives have a fitted effect of over 65% in size
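Readout is rescue of growth in alpha-synuclein-expressing yeast, so inhibitors of toxicity appear as activators. Growth after 24 hr at 30 deg C in galactose medium is quantified by luminescence.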
FUS yeast rescue: qHTS for Suppressors of FUS Proteinopathy: Primary screen using FUS-linked yeast assay; Potency, µM (series often up to 76.6 µM), without a hit: at the top dose growth rescue (activation), actives largely listed as activators; 390,000 compounds, 0.24% hits; S. cerevisiae FUS-expressing, growth rescue, OD600, 24 h; AID 1347120, 2019;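 note: potency is the fitted concentration of half-maximal effect; plate controls were DMSO vehicle for no effect and reference control for full effect; nearly all actives have a fitted effect of over 55% in size; some results filed as inactive show a strong effect at the top dose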
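Restored growth of FUS-toxic S. cerevisiae, read as 600 nm absorbance after 24 h at 30C in galactose medium (starting OD 0.005). Controls CP55940 and DMSO.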
Active calls of the source: *; i = inactive; ? = inconclusive; . = not tested or not shown; [ ] = remark or other dose. Unless noted, calls come from the whole dose curve; as a rule, active = well fitted curve in the direction sought with a large enough effect; inconclusive = small, poorly fitted or top-dose-only effect, or another doubt; inactive = no such curve, though single readings can be large; an effect the other way counts as inactive or inconclusive.

SMILES	Abeta yeast res	GLP-1R agonist	TDP43 rescue	GLP1R inv ag	Akt phos inh	PTHR1 ag	D3 antag	aSyn rescue	FUS yeast rescue
C(=NN=Cc1c[nH]c2ccccc12)c1c[nH]c2ccccc12	-6%	3%	10%	-5%	i	-16%	2	2%	-23%
COc1cccc(OC)c1C(=O)Nc1ccc(N2CCN(S(C)(=O)=O)CC2)cc1	1%	-8%	0%	-1%	i	i	11	-7%	9%
CCC(C)(C)NC(=O)CN(Cc1cccs1)C(=O)CCC(=O)Nc1nccs1	0%	-2%	-19%	-14%	i	i	2	0%	5%
COc1ccc(C(=O)NCC(c2ccco2)N2CCOCC2)cc1OC (stereo unspecified)	9%	-3%	-12%	20%	i	-17%	-17	-7%	-4%
CCOC(=O)CC(NC(=O)C1c2ccccc2Oc2ccccc21)c1ccccc1Cl (stereo unspecified)	5%	0%	-9%	?	i	i	-19	-10%	16%
Cn1nc(C(C)(C)C)cc1NC(=O)C1(C)CCN1C(=O)C1(c2ccccc2)CC1 (stereo unspecified)	-4%	1%	?	-27%	i	-13%	18	9%	15%
O=C(Cn1nc(-c2ccccc2)ccc1=O)N1CCOCC1	-5%	1%	16%	18%	i	i	4	-1%	-13%
CC(C)(C)c1cc(CCC(=O)NCCc2ccccn2)cc(C(C)(C)C)c1O	-3%	9%	-3%	?	i	-14%	4	4%	-7%
N#CN(CC(N)=O)c1nc(N2CCCCC2)nc(N2CCCCC2)n1	-6%	15%	1%	4%	i	-2%	-24	-3%	8%
COc1cccc(/C=N/n2c(C)nc3ccccc3c2=O)c1O	2%	11%	-6%	-26%	i	-16%[57.5 µM]	23	5%	-1%
CCc1ccc(C2=CC(c3c(F)cccc3Cl)n3c(nc4ccccc43)N2)cc1 (stereo unspecified)	-7%	.	?	?	.	-25%	.	.	?
CC(C)CNS(=O)(=O)c1ccc(NC(=O)Cn2nc(-c3ccc(F)cc3)ccc2=O)cc1	-10%	-2%	-8%	?	i	-11%	?	-4%	31%
C=CCNC(=O)C1CCN(S(=O)(=O)c2cccs2)CC1	21%	0%	-23%	24%	i	-47%[inhibitor]	0	-3%	-5%
COc1ccc(NC(=O)c2cc(C(C)=O)n3ccccc23)cc1Cl	-8%	.	0%	-4%	.	i	.	.	-26%
O=C(NCc1ccccn1)C1CC(c2ccc(Cl)c(Cl)c2)=NO1 (stereo unspecified)	-8%	22%	8%	?	i	-8%	18	17%	-7%
COc1ccc(Cn2ccnc2SCC(=O)Nc2nc3ccccc3s2)cc1	?	.	27%[9.22 µM]	-14%	.	-42%	.	.	?
CCNC(=S)NNC(=O)c1csc2c1CCCC2	24%	-5%	2%	0%	i	3%[57.5 µM]	11	4%	22%
CCOC(=O)C1CCC(CN(Cc2ccc(OC)cc2)S(=O)(=O)c2ccc(F)c(C(=O)Nc3ccc(C)c(C)c3)c2)CC1 (stereo unspecified)	-10%	.	13%	?	.	i	.	.	29%
CCC(CO)Oc1cc(NC(=O)c2ccccc2N)c2ncn(C(C)C)c2c1 (stereo unspecified)	-20%	13%	18%	17%	i	-3%	4	1%	1%
Clc1ccccc1Cn1nnc2c(Nc3ccccc3)ncnc21	?	9%	6%	3%	i	?	44	13%	-20%
CN(Cc1ccccc1)C(=O)CCn1c(=O)c2cccn2c2cccnc21	-11%	-1%	0%	19%	i	-1%	-2	15%	12%
O=C(N/N=C/c1c[nH]c2ccccc12)C1CC(=O)N(c2ccccc2)C1 (stereo unspecified)	-7%	9%	0%	-30%	i	i	-10	0%	-3%
Cc1ccc(Cn2nc(C)c(NC(=O)c3cc(-c4ccco4)on3)c2C)cc1	12%	1%	-19%	-17%	i	-39%[inhibitor]	20	0%	25%
Cc1ccc(C(=O)OCC(=O)N2c3ccccc3NC(=O)C2(C)C)cc1S(=O)(=O)N1CCCCC1	1%	2%	0%	-8%	i	i	4	12%	-2%
O=C1NC(c2cn(-c3ccccc3)nc2-c2cccs2)C(C(=O)c2cccnc2)C(O)(C(F)(F)F)N1 (stereo unspecified)	-3%	-1%	-29%	-1%	i	-44%[inhibitor][57.5 µM]	-2	1%	-3%

(list continues)
SMILES	Abeta yeast res	GLP-1R agonist	TDP43 rescue	GLP1R inv ag	Akt phos inh	PTHR1 ag	D3 antag	aSyn rescue	FUS yeast rescue
CCOc1ccc(N(CC)C(=O)CCc2nc(-c3ccccc3F)no2)cc1	7%	.	30%	?	.	-13%	.	.	?
O=C(COc1ccc(S(=O)(=O)N2CCCCC2)cc1Cl)N1CCOCC1	-12%	2%	-10%	7%	i	3%	-10	-4%	13%
COc1ccc(Cc2nc3c4c(ncn3n2)Oc2ccc3ccccc3c2C4c2ccc(OC)c(OC)c2)cc1 (stereo unspecified)	15%	15%	17%	?	i	-22%	-2	13%	.
Cc1cccc(N2C(=O)CSC23CCCCC3)c1	11%	10%	?	?	i	i	12	12%	-33%
C#CCSC1=C(C#N)C(c2cccs2)C(C(=O)OCC)=C(C)N1 (stereo unspecified)	8%	10%	11%	5%	i	i	20	0%	33%
Cn1c(=O)c2c(nc(SCC(=O)Nc3ccc(OC(F)(F)F)cc3)n2Cc2cccc(C(F)(F)F)c2)n(C)c1=O	-12%	.	0%	-28%	.	20%	.	.	8%
COC(=O)c1cccc(-n2c(CCC(=O)O)ccc2-c2ccc(OC)cc2)c1	-13%	.	1%	?	.	i	.	.	28%
CCOC(=O)Cn1c(=NC(=O)CSC(C)=O)sc2cc(OC)ccc21	?	-19%	15%	-13%	i	i	0	-1%	-17%
Cc1nc(N)nc(N)c1/C=C/C(C)(C)c1ccc(Cl)cc1	-11%	23%	?	-70%	i	-25%	12	-13%	21%
O=C(CCCOc1ccccc1)Nc1cccc(S(=O)(=O)N2CCCCCC2)c1	-2%	1%	5%	?	i	-5%	3	0%[1.84 µM]	16%
O=C(COc1ncnc2ccccc12)N1CCN(c2ccccc2)CC1	-4%	4%	-9%	-9%	i	0%	10	3%	6%
Cc1sc2ncn(CC(=O)NCCCC(=O)N3CCN(c4ccccn4)CC3)c(=O)c2c1C	19%	-4%	14%	1%	i	i	2	10%	-6%
O=C(CCc1ccccc1)Nc1ccc(F)c([N+](=O)[O-])c1	?	3%	9%	-19%	i	-2%	5	-6%	2%
CCNCc1cc([N+](=O)[O-])ccc1OCC	.	-5%	0%	-17%	i	-5%	-18	0%	-23%
CC1(C)NC(=O)N(CC(=O)N2CCC(Cc3ccccc3)CC2)C1=O	8%	-4%	2%	-29%	i	i	4	5%	31%
C=CC[C@H](CC(=O)N(CCO)Cc1ccccc1)C(=O)N[C@H](COC(=O)[C@@H](CC=C)CC(=O)OC(C)(C)C)c1ccccc1	2%	9%	-4%	?	i	-22%	21	-11%	?
O=C1CCc2cc(S(=O)(=O)Nc3ccccc3)ccc2N1	-4%	6%	-1%	12%	i	-2%	30	-4%	4%
COC(=O)c1ccccc1NC(NC(=O)c1ccco1)C(=O)c1ccc(C)cc1 (stereo unspecified)	2%	-5%	-5%	8%	i	i	3	20%	18%
Cc1ccc(SCc2[nH]nc3c2C(C(C)C)C(C#N)=C(N)O3)cc1 (stereo unspecified)	10%	-1%	26%	?	i	-8%	34	1%	11%
COc1ccc(NC(=O)COC(=O)CCc2nc3ccccc3c(=O)[nH]2)c(OC)c1	-11%	-4%	7%	6%	i	i	8	1%	-22%
COc1ccc(CC(=O)N2CCc3cc(OC)c(OC)cc3C2COc2ccc(F)cc2)cc1 (stereo unspecified)	-3%	10%	.	?	.	-4%	.	.	?
CCOc1cc(/C=C2/C(=N)N3C=CSC3=NC2=O)ccc1OCCCOc1ccccc1C	1%	11%	0%	?	i	-30%[inhibitor]	32	4%	9%
CC(C)(C)OC(=O)C[C@H]1C/C=C\C[C@@H](CC(=O)N(CCO)Cc2ccccc2)C(=O)NC[C@H](c2ccccc2)OC1=O	4%	-3%	9%	-12%	i	-19%	1	1%	38%
Cc1c(Cl)c([N+](=O)[O-])nn1CC(=O)NCC(C)C	4%	0%	-16%	8%	i	i	4	0%	0%
COc1ccc(C(=O)Nc2ccc(C(=O)N3CCC(C)CC3)cc2)cc1OC	-12%	11%	-18%	1%	i	-26%	-21	-5%	27%
COC(=O)c1cccc(C(=O)N2CCCC(C(=O)c3ccccc3OC)C2)c1 (stereo unspecified)	-3%	8%	28%	16%	i	i	6	-8%	8%

Retrieved by compound from the list above (four):
SMILES	Abeta yeast res	GLP-1R agonist	TDP43 rescue	GLP1R inv ag	Akt phos inh	PTHR1 ag	D3 antag	aSyn rescue	FUS yeast rescue
COc1ccc(Cc2nc3c4c(ncn3n2)Oc2ccc3ccccc3c2C4c2ccc(OC)c(OC)c2)cc1 (stereo unspecified)	15%	15%	17%	?	i	-22%	-2	13%	.
COC(=O)c1ccccc1NC(NC(=O)c1ccco1)C(=O)c1ccc(C)cc1 (stereo unspecified)	2%	-5%	-5%	8%	i	i	3	20%	18%
CC(C)(C)OC(=O)C[C@H]1C/C=C\C[C@@H](CC(=O)N(CCO)Cc2ccccc2)C(=O)NC[C@H](c2ccccc2)OC1=O	4%	-3%	9%	-12%	i	-19%	1	1%	38%
Cc1cccc(N2C(=O)CSC23CCCCC3)c1	11%	10%	?	?	i	i	12	12%	-33%

Not all compounds are listed; the hit share may differ from the screen's.
